Bioassay records (PubChem BioAssay)
SENP8 block-1: SENP8 protease inhibitors, primary screen, biochemical, luminescence. Sentrin-specific protease 8 (Homo sapiens), Q96LD8. purified SENP8, Z-RLRGG-aminoluciferin cleavage. inhibition, % at 10 µM. actives 1.2% (n = 330,000). AID 2540, 2010; in the data active = inhibition above about 50%
Target sequence (Q96LD8 whole entry, looked up): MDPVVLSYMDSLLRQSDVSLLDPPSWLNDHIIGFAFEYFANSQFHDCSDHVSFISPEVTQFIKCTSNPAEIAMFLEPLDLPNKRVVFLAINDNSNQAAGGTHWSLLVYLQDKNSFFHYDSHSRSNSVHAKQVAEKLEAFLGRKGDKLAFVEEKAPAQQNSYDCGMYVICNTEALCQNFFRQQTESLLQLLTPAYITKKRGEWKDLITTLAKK
PfG6PD inh: PfG6PD enzyme inhibitors, primary screen, biochemical, fluorescence intensity, uHTS; glucose-6-phosphate dehydrogenase-6-phosphogluconolactonase (Plasmodium falciparum 3D7); PfGluPho enzyme, NADPH resazurin-diaphorase fluorescence; inhibition, % at 20 µM; actives 0.78% (n = 350,000);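 active = inhibition reaching at least a set limit at 20 µM in the primary screen, cut at about 59% in these data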;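 also: 0% = DMSO wells with substrate and 100% = DMSO wells lacking glucose-6-phosphate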
SENP1 inh: human SENP1 catalytic domain inhibitors, primary screen, biochemical, FRET, uHTS; Sentrin-specific protease 1 (Homo sapiens), Q9P0U3; recombinant SENP1 catalytic domain, CyPet-SUMO1-YPet FRET cleavage; inhibition, % at 10 µM; actives 0.21% (n = 360,000);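 active = inhibition at least 30% at 10 µM, raw YFP signal under a set limit, fluorescence ratio 0.5 to 1.5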;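 also: 0% = enzyme with DMSO and 100% = no enzyme wells; some results filed as inactive read as strong as hits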
Target sequence (Q9P0U3 419-644 limits assumed): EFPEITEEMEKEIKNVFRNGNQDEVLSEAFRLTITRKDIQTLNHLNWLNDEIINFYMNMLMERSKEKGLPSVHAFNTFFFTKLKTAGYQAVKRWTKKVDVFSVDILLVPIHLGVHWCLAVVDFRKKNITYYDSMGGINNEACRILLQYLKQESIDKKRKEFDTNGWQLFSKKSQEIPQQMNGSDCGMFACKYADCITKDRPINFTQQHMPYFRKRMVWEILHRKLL
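System: Recombinant human SENP1 catalytic domain, His6-tagged | Incubation: Enzyme reaction for 50 min at room temperature, dark | Medium: Tris pH 8 with BME, BSA, NP40 and catalase | Also added: 25 nM SUMO1 FRET substrate | Compound: 10 µM single point, 0.5% DMSO | Measured by: FRET fluorescence in CFP and YFP emission channels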
Apaf-1 inh: inhibitors of human Apaf-1 apoptosome, primary screen, biochemical, DEVD-Rh110 fluorescence, uHTS | Apoptotic protease-activating factor 1 (Homo sapiens), O14727 | reconstituted apoptosome caspase-3 activity | inhibition, % at 20 µM | actives 0.71% (n = 330,000) | AID 489030, 2010; active = inhibition of at least 40% at 20 µM;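 also: plate controls were DMSO wells for no effect and DEVD-CHO caspase inhibitor wells for full effect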
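Material: reconstituted apoptosome with Apaf-1, cytochrome c, caspase-9, procaspase-3, dATP / Buffer or medium: pH 7.5 Hepes buffer with CHAPS, BSA, DTT / Also added: cytochrome c with DEVD-Rh110 / Schedule: compound with Apaf-1, dATP, procaspase-3 30 min, then 50 min reaction, room temperature / Technique: rhodamine 110 fluorescence at Ex 480/Em 540 nm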
SENP6 block: SENP6 protease inhibitors, primary screen, biochemical, luminescence, uHTS; Recombinant SENP6 catalytic domain, aminoluciferin luminescence; inhibition, % at 10 µM; actives 1.8% (n = 330,000);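 active = inhibition above about 50% at the single tested dose, limit read from the data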;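 also: plate controls were DMSO wells with enzyme for no effect and DMSO wells lacking enzyme for full effect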
HKDC1 inh: HKDC1 hexokinase inhibitors, primary screen, biochemical, fluorescence, uHTS; inhibition, % at 20 µM; actives 0.16% (n = 340,000); Q2TB90; recombinant HKDC1, G6PDH/diaphorase resazurin coupled fluorescence; AID 493160, 2011;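 active = inhibition above about 35% when tested at 20 µM, limit read from the data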;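 also: plate controls were DMSO wells with enzyme for no effect and DMSO wells lacking enzyme for full effect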
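Assay system: in-house recombinant HK5 (HKDC1) enzyme. Input: HKDC1 at 5 µg/mL. Medium: Tris pH 8.0 buffer with MgCl2, Tween-20, BSA, BME. Dosing: single 20 µM dose. Schedule: 90 min reaction incubation at room temperature, dark. Signal: resazurin-to-resorufin fluorescence via G6PDH and diaphorase coupling, 525/613 nm. Controls: DMSO-enzyme wells negative, buffer-substituted wells positive.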
SENP7 block: SENP7 protease inhibitors, primary screen, biochemical, luminescence, uHTS | Sentrin-specific protease 7 (Homo sapiens), Q9BQF6 | recombinant SENP7, Z-RLRGG-aminoluciferin luminescence, 40 min | inhibition, % at 5 µM | actives 1.5% (n = 330,000) | AID 434973, 2010;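 active = inhibition above about 50% at the single test dose, limit read from the data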;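 also: plate controls were DMSO with enzyme for no effect and no enzyme buffer wells for full effect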
Target sequence (Q9BQF6 706-1050 limits assumed): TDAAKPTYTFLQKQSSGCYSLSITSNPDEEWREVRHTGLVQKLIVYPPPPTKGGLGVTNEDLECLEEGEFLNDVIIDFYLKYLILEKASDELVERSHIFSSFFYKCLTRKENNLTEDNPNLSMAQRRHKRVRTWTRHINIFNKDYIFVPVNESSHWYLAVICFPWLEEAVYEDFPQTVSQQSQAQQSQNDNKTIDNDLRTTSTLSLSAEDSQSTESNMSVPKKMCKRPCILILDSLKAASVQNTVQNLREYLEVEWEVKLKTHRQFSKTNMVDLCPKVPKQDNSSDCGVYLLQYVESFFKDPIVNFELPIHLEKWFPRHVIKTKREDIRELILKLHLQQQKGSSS
SENP8 block-2: human SENP8 protease inhibitors, primary screen, biochemical, fluorescence, Nedd8 protein substrate, uHTS; actives 0.64% (n = 360,000); AID 602440, 2012; Sentrin-specific protease 8 (Homo sapiens), Q96LD8; inhibition, % at 20 µM; recombinant SENP8; in the data active = inhibition mostly above about 40%, no sharp cut-off; inactive = mostly below about 27%
NLRP3 yeast inh: NALP3 inflammasome inhibitors in reconstituted yeast, primary screen, luminescence, uHTS; inhibition, % at 10 µM; actives 0.39% (n = 330,000); AID 2825, 2010; Yeast reconstituted NLRP3/ASC/caspase-1, beta-gal luminescence, 24 h;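 active = inhibition of 50% or more; inactive = inhibition below 50%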;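 also: plate controls were induced DMSO wells for no effect and uninduced yeast grown without galactose for full effect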
* hit, by the source's call; i = inactive; x = no result given.

SMILES	SENP8 block-1	PfG6PD inh	SENP1 inh	Apaf-1 inh	SENP6 block	HKDC1 inh	SENP7 block	SENP8 block-2	NLRP3 yeast inh
O=C1CSC(c2cccnc2)N1c1cccc(Cl)c1 (stereo unspecified)	5	-20	2	0	2	3	2	13	18
O=C(NCc1cc2ccccc2[nH]1)c1ccccc1F	-10	-12	-15	5	-19	-5	-18	-14	-1
CC[N+]1(CC(O)COC2CC(C)CC(C)(C)C2)CCOCC1 (stereo unspecified)	-8	7	-2	-11	-39	-3	-12	21	-8
COc1ccccc1C(=O)NC1CCN(C(=O)Nc2ccc(C)cc2)CC1	1	-10	0	-6	-14	-2	10	9	16
COc1cccc(/C=N/n2cnc3ccccc32)c1OC	18	8	6	15	31	-1	45	-34	29
CCOc1ccc(C2/C(=C(\O)c3ccc4c(c3)OCCO4)C(=O)C(=O)N2CCN2CCOCC2)cc1OCC (stereo unspecified)	8	-10	0	-5	-8	-6	-2	2	5
CCOC(=O)C1=C(O)/C(=C\c2cccs2)N=C1C	-6	7	-16	-6	-33	-8	-6	22	13
CN(c1ccccc1)S(=O)(=O)c1cccc(C(=O)OCC(=O)NCc2ccccc2)c1	6	4	-1	7	12	-3	7	-4	15
Cc1noc(C)c1C(=O)OC(C(=O)NC1CCCC1)c1ccc(F)cc1 (stereo unspecified)	-8	-15	1	-52	-10	3	-10	11	-1
COc1cccc(N2CCN(c3ccc(N4C(=O)CCC4=O)cc3[N+](=O)[O-])CC2)c1	-4	-7	4	5	9	-1	-9	35	0
CCCN1C(=O)C(O)(CC(=O)c2ccc3c(c2)OCCO3)c2ccccc21 (stereo unspecified)	-6	-14	-1	17	-13	-7	4	3	13
COc1ccc(/C=C/C(=O)OCC(=O)NCc2ccccc2Cl)cc1OC	-16	0	0	1	-8	-5	-3	-365	16
CC(=O)C(C)Oc1ccc2c3c(c(=O)oc2c1)CCCC3 (stereo unspecified)	-1	11	-72	10	-10	8	-12	-327	17
COC(=O)c1ccc(-c2noc(CN(C)CCC3CCCCO3)n2)cc1 (stereo unspecified)	-1	6	2	5	-10	15	4	8	17
CCOC(=O)N1CCN(C(=O)c2ccc(S(=O)(=O)NCc3ccco3)cc2)CC1	1	-18	1	2	16	1	-2	4	18
Cc1ccc(C(=O)OCC(=O)NCc2cccs2)cc1	4	-8	2	-1	-5	5	5	1	29
CCCCOCCCNC1=NCCCCC1	0	0	1	5	5	-4	0	14	-3
CCOc1ccccc1-n1nnnc1SC(C)C(=O)OC (stereo unspecified)	7	-9	0	-11	4	-4	2	11	-8
O=S(=O)(Nc1cccnc1)c1ccc2c(c1)OCCO2	-3	-16	-2	-1	9	-5	2	17	4
O=C(CSc1ccc(-c2ccco2)nn1)NCc1ccc(Cl)cc1	1	13	2	4	-5	13	6	-1	19
COc1ccc(S(=O)(=O)NC2CCSc3ccccc32)cc1NC(C)=O (stereo unspecified)	2	29	-1	3	0	0	6	6	22
COc1ccc(CNC(=O)C(C)N2C(=O)NC(c3ccccc3)(c3ccccc3)C2=O)cc1 (stereo unspecified)	3	3	0	4	-2	-1	9	7	12
CC1CCC(NC(=O)Cn2cnc3sccc3c2=O)CC1 (stereo unspecified)	1	5	-24	-2	7	-5	1	-6	-9
CCC1=NN(C(=O)CCc2ccc3c(c2)OCO3)C(O)(C(F)(F)F)C1 (stereo unspecified)	-9	5	1	6	-4	-7	4	-4	-8
CSc1nc(Sc2cccc(Cl)c2)c2ccccc2n1	-13	-3	1	17	-13	-2	-12	-188	-8
(continued)
SMILES	SENP8 block-1	PfG6PD inh	SENP1 inh	Apaf-1 inh	SENP6 block	HKDC1 inh	SENP7 block	SENP8 block-2	NLRP3 yeast inh
Cc1cc(=O)oc2cc(OCc3ccc(C(=O)OCC(=O)Nc4ccc(N(C)C)cc4)cc3)ccc12	5	-11	-1	-3	-5	-3	7	-280	4
CCOCCCNC(=S)Nc1ccc(Br)cc1Cl	2	3	1	-22	-5	-3	6	20	9
O=C(Nc1ccccc1C(=O)NCc1ccccc1)c1ccccc1Br	-12	-7	2	2	-16	-9	4	3	2
CCN(CC)C(=O)[C@H]1CC(CC(=O)NCc2ccc(OC)c(OC)c2)C(=O)N2CCc3c([nH]c4ccc(OC)cc34)[C@]12C (stereo partly specified)	x	8	3	14	x	0	4	8	x
Nc1nc(-c2cccs2)c(-c2cccs2)s1	0	-1	-2	6	-8	3	3	-6	-39
COc1ccccc1NC(=O)C/C(C)=N/NC(=O)C12CC3CC(CC(C3)C1)C2	-3	5	0	3	0	-4	5	6	21
Cc1cc(OC(C)C(=O)NCCc2c[nH]c3ccccc23)c2c(C)cc(=O)oc2c1 (stereo unspecified)	-7	7	2	10	-14	4	-3	20	3
OCC1CCCCN1CC(O)COC(c1ccc(F)cc1)c1ccc(F)cc1 (stereo unspecified)	-13	14	1	12	-11	-6	-6	11	1
CC(=O)Nc1ccc(/C(C)=N/Nc2nc(N3CCOCC3)nc(N3CCOCC3)n2)cc1	-7	-8	0	-5	-9	-6	2	5	12
COc1ccc(CN2CCc3cc(OC)c(OC)cc3C2)cc1O	-15	-16	0	0	-5	0	-10	-7	7
CCNc1nnc(-c2ccc(C)cc2)o1	-12	-4	1	8	-18	-2	0	13	7
Cc1ccc2c(N)[nH]nc2n1	-11	4	3	8	-4	2	0	15	-5
O=C1N/C(=N\N=C\c2cccs2)SC1Cc1ccc(Cl)c(Cl)c1 (stereo unspecified)	2	-13	1	16	-2	-8	-2	20	19
CC1CC2C(C(O)CC3(C)C2CCC3(O)C(=O)CO)C2(C)C=CC(=O)C=C12 (stereo unspecified)	x	6	1	x	x	-8	x	18	x
COc1ccc(OC)c(NC(=S)NCCC(c2ccccc2)c2ccccc2)c1	-4	6	3	16	-10	4	-1	8	11
Cc1ccc(NC(=O)CSc2nnc(C3COc4ccccc4O3)o2)c(Cl)c1 (stereo unspecified)	3	-2	2	-8	5	-6	7	24	10
CSc1cccc(NC(=O)COC(=O)c2ccccn2)c1	6	-1	-4	3	-19	1	11	-7	7
CCOc1ccc2nc(NC3=NC(c4ccc(OC)cc4)CC(=O)N3)nc(C)c2c1 (stereo unspecified)	-2	15	-5	79*	-25	3	-1	-271	8
C=CCN(CC(=O)NCc1ccc(OC)cc1)C(=O)c1csnn1	8	-1	1	-5	2	-6	8	8	0
C=CCN1C(=O)C(Cc2ccc(OC)cc2)SC1=Nc1ccc(C(=O)O)cc1 (stereo unspecified)	-9	-3	1	9	-25	-9	-5	3	-7
COc1c(C)cccc1C(=O)Nc1ccc(N2CCN(C(=O)c3ccccc3C)CC2)cc1	-4	2	0	-1	-20	1	-6	-1	-1
CCN1CCN(c2ccc(S(=O)(=O)N3CCCCC3)cc2NC(=O)COc2ccccc2)CC1	-5	3	2	23	-6	-3	7	-3	7
Cn1c(CCN2CCN(c3ccccn3)CC2)nc2cc(NC(=O)COc3ccc(Cl)cc3)ccc21	-4	4	1	22	-3	0	-5	0	13
Cc1cccc(C(=O)c2c(N)sc3c2CCCC3)c1	0	14	-8	15	7	-2	0	10	22
COc1ccc(CCNC(=O)CN(C)S(=O)(=O)c2cccs2)cc1OC	-5	-32	3	6	-12	-2	-15	21	9

Random excerpt: 5 compounds from above, in no set order.
SMILES	SENP8 block-1	PfG6PD inh	SENP1 inh	Apaf-1 inh	SENP6 block	HKDC1 inh	SENP7 block	SENP8 block-2	NLRP3 yeast inh
CSc1cccc(NC(=O)COC(=O)c2ccccn2)c1	6	-1	-4	3	-19	1	11	-7	7
OCC1CCCCN1CC(O)COC(c1ccc(F)cc1)c1ccc(F)cc1 (stereo unspecified)	-13	14	1	12	-11	-6	-6	11	1
Cn1c(CCN2CCN(c3ccccn3)CC2)nc2cc(NC(=O)COc3ccc(Cl)cc3)ccc21	-4	4	1	22	-3	0	-5	0	13
CC1CC2C(C(O)CC3(C)C2CCC3(O)C(=O)CO)C2(C)C=CC(=O)C=C12 (stereo unspecified)	x	6	1	x	x	-8	x	18	x
Cc1cc(=O)oc2cc(OCc3ccc(C(=O)OCC(=O)Nc4ccc(N(C)C)cc4)cc3)ccc12	5	-11	-1	-3	-5	-3	7	-280	4

Following part.
SMILES	SENP8 block-1	PfG6PD inh	SENP1 inh	Apaf-1 inh	SENP6 block	HKDC1 inh	SENP7 block	SENP8 block-2	NLRP3 yeast inh
Cc1nc2ccc(C(=O)O)cc2c2c1CC(C)S2 (stereo unspecified)	-8	3	-1	-11	-9	1	8	i	10
Cc1ccc(-c2nn3c(C)nnc3s2)cc1NC(=O)C(C)C	-4	-1	0	7	-5	-3	0	4	6
NC(=O)COC(=O)CC(NC(N)=O)c1ccc(Cl)cc1 (stereo unspecified)	-4	-12	2	-1	4	-11	2	8	5
O=C(NCC(=O)N1CCCCCCC1)c1ccc(Br)o1	5	3	1	13	-5	-5	7	6	19
COc1ccc(N=Cc2c(O)n(-c3cccc(C)n3)c(=O)c3ccccc23)cc1	5	20	-34	-2	-24	11	3	-44	12
CC(=O)Nc1ccc(S(=O)(=O)n2nc(-c3ccc(C)cc3)nc2N)cc1	5	-2	0	7	3	0	-3	5	4
Cn1c(=O)n(C)c2cc(NC(=O)CCl)ccc21	-8	-6	-3	2	1	0	-7	10	-1
O=C(NCc1ccco1)c1ccccc1NS(=O)(=O)c1ccc(Cl)s1	2	-30	-2	3	-10	0	-9	-278	8
Cc1ccc(C(=O)c2c[nH]c(C(=O)NCc3cccnc3)c2)cc1	-2	-2	3	-1	-2	-9	5	34	4
COCCNC(=O)c1sc2ncn(CC(=O)N3CCCCC3)c(=O)c2c1C	8	-5	-4	8	-10	-7	-7	14	1
Cc1ccc(-n2nnnc2SCC(=O)c2c(N)n(C3CC3)c(=O)[nH]c2=O)cc1	-6	-15	0	-3	-6	2	-2	4	20
CCN(CC)CCNC(=O)c1ccc(NC(=O)c2c(F)cccc2Cl)cc1	1	-26	0	-2	2	-3	-5	-4	5

Single records, from the list above:
O=S(=O)(Nc1cccnc1)c1ccc2c(c1)OCCO2 reads SENP8 block-1 = -3; PfG6PD inh = -16; SENP1 inh = -2; Apaf-1 inh = -1; SENP6 block = 9; HKDC1 inh = -5; SENP7 block = 2; SENP8 block-2 = 17; NLRP3 yeast inh = 4
COc1ccc(CCNC(=O)CN(C)S(=O)(=O)c2cccs2)cc1OC reads SENP8 block-1 = -5; PfG6PD inh = -32; SENP1 inh = 3; Apaf-1 inh = 6; SENP6 block = -12; HKDC1 inh = -2; SENP7 block = -15; SENP8 block-2 = 21; NLRP3 yeast inh = 9
